Compound activity from PubChem BioAssay.
GPR55 antagonists = GPR55 antagonists blocking LPI-driven arrestin recruitment, primary screen, imaging, U2OS, beta-arrestin-GFP, LPI agonist (AID 2013). G-protein coupled receptor 55 (Homo sapiens). U2OS GPR55 beta-arrestin-GFP translocation imaging, LPI antagonism; higher % means a stronger effect. inhibition, % at 10 µM; hits with a dose series show IC50 in µM. actives 0.13% (n = 290,000);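 active = spots per cell inhibited over 60%, with over 100 cells counted and total cytoplasm intensity under 500,000; inconclusive = wells with under 100 cells, flagged as likely toxic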;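 note: U2OS cells stably carrying GPR55 and arrestin-GFP stimulated by 5 µM LPI near EC80; imaged beta-arrestin-GFP aggregate spots per cell after agonist stimulation; plate controls were LPI-stimulated DMSO wells for no effect and DMSO wells without LPI for full effect; some results filed as inactive read as strong as hits; confirmed hits need IC50 under 10 µM and bright autofluorescent wells are also inconclusive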
KOR beta-arrestin-1 = KOR antagonists, beta-arrestin recruitment, cell-based, luminescence, uHTS (AID 1778); Kappa-type opioid receptor (Homo sapiens); actives 0.091% (n = 290,000); KOR beta-arrestin recruitment, luminescence, antagonist mode; higher % means a stronger effect; inhibition, % at 10 µM; hits with a dose series show IC50 in µM; in the data active = inhibition above about 50%; note: strong numbers were not always called active
GPR35 antagonists = GPR35 antagonists blocking zaprinast-driven arrestin recruitment, primary screen, imaging, U2OS, beta-arrestin-GFP, zaprinast agonist (AID 2058). actives 0.052% (n = 290,000). U2OS GPR35 beta-arrestin-GFP translocation imaging, zaprinast antagonism; higher % means a stronger effect. one-dose inhibition, % at 10 µM; IC50 in µM for titrated hits;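 active = inhibition of at least 50% with at least 30 cells and total cytoplasm GFP at most 10,000,000; inconclusive = under 30 cells or total GFP of 10,000,000 plus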
KOR beta-arrestin-2 = KOR agonists, beta-arrestin recruitment, primary screen, cell-based, luminescence, uHTS (AID 1777) | KOR beta-arrestin recruitment, luminescence; higher % means a stronger effect | actives 0.02% (n = 280,000) | activation, % at 10 µM; hits with a dose series show EC50 in µM; in the data active = activation above about 50%, passing the limit was not always enough; note: a part of the inactive calls stands beside numbers as strong as those of hits
HIV peptide binding = inhibitors of HIV fusion peptide binding, primary screen, biochemical, uHTS, fluorescence dequenching (AID 1986) | cell-free peptide binding, fluorescence dequenching, 30 min; higher % means a stronger effect | one-dose inhibition, % at 20 µM; IC50 in µM for titrated hits | actives 0.3% (n = 290,000); in the data active = inhibition mostly above about 52%, no sharp cut-off; inactive = mostly below about 76%; note: some results filed as inactive read as strong as hits
AID2073 = inhibitors of Mint1-CaV2.2 protein interaction, biochemical, HTRF (AID 2073). Voltage-dependent N-type calcium channel subunit alpha-1B (Homo sapiens). HTRF protein-protein interaction, Mint1-CaV2.2; higher % means a stronger effect. one-dose inhibition, % at 20 µM; IC50 in µM for titrated hits. actives 0.19% (n = 290,000); in the data active = inhibition mostly above about 51%, no sharp cut-off; inconclusive = no clear call, values can overlap the other calls; inactive = mostly below about 53%; note: some results filed as inactive read as strong as hits
GPR55 beta-arrestin = GPR55 agonists via beta-arrestin recruitment, primary screen, imaging, U2OS cells, beta-arrestin-GFP redistribution (AID 1961). G-protein coupled receptor 55 (Homo sapiens). U2OS GPR55 beta-arrestin-GFP redistribution imaging; higher % means a stronger effect. activation, % at 10 µM; hits with a dose series show EC50 in µM. actives 0.048% (n = 290,000);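 active = activation above 40% with more than 50 cells counted in the well; inconclusive = wells holding fewer than 50 cells, flagged as toxic or sparse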;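 note: U2OS osteosarcoma cells stably expressing GPR55 and beta-arrestin-GFP; plate controls were DMSO negative control for no effect and LPI positive control for full effect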
NOD1 NF-kB reporter = NOD1 signaling inhibitors, primary screen, cell-based, luminescence, uHTS (AID 1578); NOD1-driven NF-kB luciferase reporter cells, luminescence; higher % means a stronger effect; inhibition, % at 4 µM; hits with a dose series show EC50 in µM; actives 1% (n = 290,000); in the data active = inhibition mostly above about 36%, no sharp cut-off; inactive = mostly below about 34%;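 note: HEK-293T reporter cells stimulated with the NOD1 agonist gamma-tri-DAP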
SIAH1 antagonists = Siah-1 peptide-binding antagonists, primary screen, biochemical, fluorescence polarization, rhodamine-plectin, uHTS (AID 1817); E3 ubiquitin-protein ligase SIAH1 (Homo sapiens); Siah-1 / rhodamine-plectin peptide fluorescence polarization; higher % means a stronger effect; displacement, % at 20 µM; hits with a dose series show IC50 in µM; actives 0.02% (n = 290,000);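 active = displacement of at least 50% at 20 µM, with a fluorescence ratio check between 0.3 and a set limit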;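 note: plate controls were Siah plus tracer with DMSO for no effect and tracer alone without Siah for full effect; strong numbers were not always called active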
Active calls of the source: *; ? = inconclusive; . = no result given; [ ] = dose if it differs, or a comment.

SMILES	GPR55 antagonists	KOR beta-arrestin-1	GPR35 antagonists	KOR beta-arrestin-2	HIV peptide binding	AID2073	GPR55 beta-arrestin	NOD1 NF-kB reporter	SIAH1 antagonists
COc1cn(-c2ccccc2)nc1C(=O)NCc1ccc(C)cc1	10.5%	-21.1%	2.1%	3.1%	-0.6%	-8.9%	0.0%	-12.3%	1.5%
Cc1cc(C)nc(N/N=C2/CCCC/C2=C\c2ccccc2)n1	-2.4%	32.9%	15.9%	-3.4%	-2.4%	12.1%	0.7%	-19.8%	0.5%
CC(C)OC(=O)c1c(NC(=O)c2cnn3c2NC(c2ccccc2)CC3C(F)F)sc2c1CCCC2 (configuration not stated)	11.0%	16.1%	-3.8%	-1.7%	3.1%	14.0%	0.3%	-13.8%	2.2%
Cc1c(-c2ccccc2)n[nH]c1C(=O)N=Nc1c(O)[nH]c2ccccc12	-14.2%	-62.9%	-0.5%	15.1%	-1.8%	30.4%	-0.7%	-35.7%	3.9%
CC(=O)NNC(=O)CCn1nnc(-c2ccc(Cl)cc2)n1	-7.2%	-15.3%	-0.6%	-4.8%	-0.5%	2.1%	-0.1%	-22.8%	11.4%
O=C(Nc1ccc(Cl)cc1F)C1CCN(S(=O)(=O)c2cccnc2)CC1	2.2%	-12.4%	0.4%	-3.0%	-1.9%	3.2%	-0.1%	-18.0%	0.1%
CCCCNC(=O)CN1C(=O)NC(Cc2ccccc2)(Cc2ccccc2)C1=O	-8.6%	-50.5%	-9.2%	3.4%	0.2%	-8.9%	-0.2%	-21.3%	2.4%
O=C(NCc1ccc(C(=O)O)cc1)OCc1ccccc1	9.8%	2.5%	-0.9%	-1.9%	-1.4%	4.3%	-0.2%	-21.9%	1.6%
CC(/C=C/c1ccc2c(c1)OCO2)=N\NC(=O)c1ccccc1	-0.5%	-16.7%	-1.0%	6.0%	0.7%	2.1%	-0.3%	-22.5%	2.2%
Oc1c(N=NC(=S)Nc2ccccc2F)c2ccccc2n1Cc1ccccc1F	6.7%	-24.8%	-18.0%	-5.0%	1.2%	16.3%	-1.2%	.	-10.6%
Cc1nn(CCO)c(N)c1C1(O)C(=O)Nc2c(Cl)cc(Cl)cc21 (configuration not stated)	-12.4%	3.4%	-11.3%	-5.5%	-0.3%	1.0%	-0.3%	-24.9%	6.5%
COC(=O)c1c(C)nc(C)c(C(=O)OC)c1-c1ccsc1	4.4%	9.3%	-7.4%	-0.5%	-0.7%	1.6%	0.6%	-3.4%	7.7%
CCOC(=O)C(C)Sc1ncc(-c2ccc(Cl)cc2)cn1 (configuration not stated)	23.8%	3.8%	15.8%	-0.7%	-1.5%	20.0%	1.0%	1.8%	-0.4%
CC(=O)Nc1ccc(NS(=O)(=O)c2ccccc2)cc1	3.9%	35.7%	2.9%	-5.6%	-1.6%	6.1%	0.0%	-27.7%	0.1%
CCCOC(=O)c1ccc(NC(=O)c2cccc(S(=O)(=O)N3CCN(C(C)=O)CC3)c2)cc1	-4.7%	35.2%	-14.2%	-2.3%	0.5%	2.5%	-0.1%	-23.0%	2.6%
COC(=O)c1ccc(-c2nc3ccc(C)cc3o2)cc1	-4.9%	-6.3%	-7.0%	-0.4%	-1.7%	12.6%	0.6%	-8.3%	-3.2%
COc1ccc(NC(=O)Nc2ccccc2)cc1S(=O)(=O)N1CCCCC1	4.2%	-9.7%	5.6%	4.6%	0.0%	2.1%	-0.5%	-18.7%	16.6%
CCOC(=O)N1CCN(C2CC(=O)N(c3ccc(Oc4ccccc4)cc3)C2=O)CC1 (configuration not stated)	-3.5%	18.0%	-1.4%	4.2%	-1.5%	-9.8%	-0.1%	2.3%	-3.8%
Nc1nc(-c2cccs2)c(-c2cccs2)s1	13.1%	17.3%	-0.6%	-5.9%	-1.1%	-8.9%	-0.1%	-9.5%	-5.1%
Cc1ccc(O)c(NC(=O)C2=CC(c3ccco3)=NS(=O)(=O)N2C)c1	-14.3%	3.6%[20 µM]	-1.8%	-4.3%	-2.3%	16.0%	-0.3%	-11.0%	10.4%
COc1cc(/C=N/NC(=O)c2ccc(-n3cccc3)cc2)ccc1O	-0.7%	0.9%	-12.1%	5.4%	-2.6%	19.6%	0.6%	39.7%	3.8%
CC(=O)c1cccc(N(CC(=O)Nc2cccnc2)S(C)(=O)=O)c1	-14.3%	-40.5%	-5.4%	4.5%	-0.6%	-5.0%	-0.1%	-26.3%	2.1%
Cc1onc(-c2ccccc2)c1-c1ccnc(N)n1	0.3%	37.9%	-3.1%	5.0%	-1.0%	11.0%	-0.2%	-3.0%	11.7%
COc1ccc(-c2nnc(SCC(=O)NCc3cccs3)n2C(C)C)cc1	-3.5%	24.7%	-1.3%	11.3%	0.9%	-14.7%	0.2%	-24.0%	2.8%
NCCNc1ccc([N+](=O)[O-])c(Sc2nc3ccccc3[nH]2)c1	11.1%	19.5%	2.7%	-0.8%	-0.8%	2.9%	-0.1%	-3.1%	-8.8%
CCC(=O)c1ccc(OCC(=O)Nc2ccc3nc(C)sc3c2)cc1	1.9%	12.6%	-1.8%	-2.2%	1.8%	27.9%	-0.1%	1.7%	3.5%
Cc1sc(NC(=O)c2ccco2)c(CN2CCCCC2)c1C	8.3%	23.2%	6.1%	14.6%	0.3%	7.0%	-0.3%	-27.1%	6.6%
COCC1CCN(C(=O)CCc2nnc(C3(c4ccc(Cl)cc4)CCC3)o2)CC1	0.6%	-17.7%	-2.5%	2.7%	-0.2%	-0.7%	-0.1%	-44.7%	0.2%
CCOC(=O)c1sc(=NC(=O)c2ccccc2)n(C)c1C	22.5%	14.1%	-5.5%	-3.1%	2.2%	26.4%	-1.0%	-52.6%	9.9%
CCc1n[nH]c(=S)n1/N=C/C(C)=C\c1ccccc1	-4.7%	-28.3%[20 µM]	10.5%	-0.2%	0.7%	-34.6%	-0.2%	-4.3%	-1.8%
CN(C)C(=O)CN1C(=O)NC2(CCCc3ccccc32)C1=O (configuration not stated)	-14.6%	-3.9%	-18.5%	-2.2%	-1.2%	10.1%	-0.2%	-1.9%	-7.9%
O=C(NCc1ccc(F)cc1)NC(=O)c1ccc(Cl)cc1	-11.1%	-37.3%	2.1%	7.3%	1.2%	8.1%	0.0%	-33.3%	-0.7%
Cc1ccc(C)c(OCC(=O)O/N=C(\N)c2ccccn2)c1	11.2%	-5.0%	-0.4%	2.7%	0.9%	0.4%	0.0%	-64.0%	2.8%
Cc1nc2scc(-c3ccc(Cl)cc3)c2c(=O)o1	14.1%	20.8%	19.6%	-4.3%	-1.4%	2.6%	0.0%	18.1%	7.9%
COc1cc2[nH]c(=O)n(Cc3ccc(C(=O)NC4CCN(Cc5ccccc5)CC4)cc3)c(=O)c2cc1OC	4.7%	-0.2%	24.5%	-3.4%	-2.2%	-4.1%	0.5%	-4.6%	-2.6%
CCCCCSc1nc2c(c(=O)[nH]c(=O)n2C)n1C	16.7%	15.6%	14.2%	-5.6%	0.4%	-4.7%	-0.2%	-0.2%	4.6%
CC(=O)C1=C(O)C(=O)N(Cc2cccnc2)C1c1ccc(Cl)cc1Cl (configuration not stated)	-14.5%	-27.3%	-5.0%	4.4%	4.1%	5.6%	0.1%	-21.7%	2.7%
CC(C(=O)O)N1C(=O)CSC1=S (configuration not stated)	26.6%	3.4%	-6.6%	-1.5%	0.4%	?	-0.1%	3.4%	8.7%
CCCCn1c(NCCN(C)C)nc2c1c(=O)[nH]c(=O)n2C	-1.6%	-25.8%	0.1%	4.8%	-1.1%	2.6%	-0.1%	-0.9%	0.7%
Cc1ccc(C(=O)N(c2ccccn2)C(C)c2ccco2)cc1 (configuration not stated)	0.4%	-1.9%	3.5%	4.7%	3.4%	-0.6%	-0.6%	-16.2%	6.3%
COc1cccc(/C=N/n2c(SC)nnc2-c2ccccc2)c1O	-3.3%	-57.9%	6.3%	-6.3%	-2.3%	30.4%	-0.2%	0.7%	-2.8%
O=C(O)CCn1c(C(=O)O)cc2sccc21	3.8%	-28.2%	9.8%	.	-1.1%	5.5%	-0.2%	6.4%	-6.3%
COc1ccccc1CNC(=O)CSc1n[nH]c(N)n1	-8.0%	-33.5%	-0.1%	4.0%	-0.1%	-2.8%	-0.1%	-8.6%	0.7%
N#Cc1ccc(Sc2ccccn2)c([N+](=O)[O-])c1	9.5%	29.9%	0.6%	-0.5%	-1.8%	-2.6%	-0.2%	-7.0%	12.8%
COc1ccccc1CCNC(=O)c1ccc2nc[nH]c2c1	16.7%	-1.2%	5.8%	-1.2%	-0.3%	18.8%	0.0%	-36.1%	-0.4%
Cc1cc(C(=O)c2cnc(/N=C/N(C)C)s2)c(F)cc1Cl	3.0%	-42.4%	2.7%	1.8%	-0.9%	6.3%	-0.3%	-23.0%	-1.9%
COc1ccc2nc(SCC(=O)NC3CCCCC3)[nH]c2c1	7.6%	-20.9%	5.7%	0.6%	1.5%	3.6%	-0.1%	1.6%	1.7%
CCCN(CCC)C(=O)CSc1nc2ccccc2c(=O)n1C1CCCC1	39.1%	-32.8%	-7.9%	0.5%	-0.8%	0.0%	0.1%	-11.7%	0.8%
CCOC(=O)C1CCCN(C(=O)C2CCN(S(=O)(=O)c3cccs3)CC2)C1 (configuration not stated)	0.8%	6.8%	2.3%	-3.8%	1.2%	-0.2%	-0.1%	-16.9%	-0.8%
O=C(NCCc1csc(-c2cccnc2)n1)c1cccc(Cl)c1	-1.4%	30.9%	-11.0%	-1.7%	-1.1%	-4.3%	-0.2%	-2.8%	11.5%
CSc1ncc(Cl)c(C(=O)Nc2ccccc2Br)n1	2.2%	26.5%	-1.8%	2.3%	-0.2%	15.8%	-0.1%	-11.7%	3.1%
Cc1cccc(OCCCC(=O)Nc2ccc(Br)cc2)c1	3.3%	-0.6%	-8.6%	-2.5%	-0.8%	-4.5%	0.0%	-16.4%	0.6%
O=C(Nc1ccc(F)cc1)c1cc(S(=O)(=O)Nc2ccc(F)cc2)cs1	16.9%	-26.3%	-0.4%	1.2%	5.8%	39.7%	0.2%	54.2%	4.9%
Cc1ccc(C(C)C)c(OCc2ccc(C(=O)N/N=C/c3ccc(O)cc3O)cc2)c1	-0.3%	11.1%	-2.2%	-4.4%	8.5%	38.6%	0.2%	-23.8%	-7.6%

This is a subset (hit frequency here may not be typical).
